# EBI2 antag – blocks human EBI2 receptor beta-arrestin signaling; EBI2 beta-arrestin recruitment, luminescence, 7a,25-OHC stimulated; inhibition, % at 5 µM; 360,000 compounds, 0.81% hits; AID 651636; in the data active = inhibition above about 38%;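 also: enzyme fragment complementation signal reports receptor beta-arrestin coupling in cells; 0% = agonist plus DMSO wells and 100% = wells without agonist; some results beyond the cut were filed as inactive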
# Target sequence (P32249 whole entry, looked up, the tested form may be a part): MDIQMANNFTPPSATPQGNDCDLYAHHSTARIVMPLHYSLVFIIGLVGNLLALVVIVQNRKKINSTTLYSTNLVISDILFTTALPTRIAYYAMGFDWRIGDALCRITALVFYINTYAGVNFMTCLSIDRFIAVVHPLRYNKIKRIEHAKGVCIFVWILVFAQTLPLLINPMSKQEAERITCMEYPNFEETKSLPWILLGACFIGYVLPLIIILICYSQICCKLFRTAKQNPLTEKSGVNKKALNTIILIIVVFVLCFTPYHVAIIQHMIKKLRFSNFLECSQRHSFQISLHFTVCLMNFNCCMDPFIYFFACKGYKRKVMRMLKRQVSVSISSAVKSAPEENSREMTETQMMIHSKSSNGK
# Jurkat NFkB inh – inhibitors of the PMA/ionomycin-induced NF-kB reporter in Jurkat cells. 330,000 compounds, 0.53% hits. inhibition, % at 4 µM. PMA/ionomycin-induced NF-kB luciferase reporter, luminescence; in the data active = inhibition above about 50%
# CCR6 antag – blocks CCL20-driven beta-arrestin recruitment at human CCR6. inhibition, % at 20 µM. P51684. CHO-K1 CCR6 PathHunter beta-arrestin, luminescence, CCL20-stimulated. AID 493098. 340,000 compounds, 0.49% hits;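 active = compounds whose inhibition of the agonist-driven luminescence signal at 20 µM reaches about 50%, limit read from the data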;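 also: cells stimulated with CCL20 at 14 nM final; plate controls were DMSO with CCL20 for no effect and DMSO without agonist for full effect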
# XBP1 UPR activ – activators of adaptive arm of unfolded protein response (XBP1); CHO-XBP1 luciferase reporter, IRE1-XBP1 UPR activation, luminescence; percent of tunicamycin response, DMSO as zero; activation, % at 20 µM; 330,000 compounds, 0.33% hits;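 active = versus positive control, 20 µM dose yields 30% or more activation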;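 also: 100% = tunicamycin at 10 µg/mL and 0% = DMSO only wells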
#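 Assay system: IRE1-XBP1 luciferase reporter CHO line. Input: 1000 cells/well. Buffer or medium: F12 with 10% serum. Doses: 20 µM, 1% DMSO. Times: overnight seeding at 37 °C, 6 h compound treatment at 37 °C. Technique: Steady-Glo luciferase glow luminescence, 10 min after reagent addition.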
# Mdm2 MdmX PPI – inhibitors of human Mdm2/MdmX interaction. inhibition, % at 8 µM. 330,000 compounds, 3% hits. AID 485346. O15151+Q00987. SaOS-2 split-luciferase Mdm2/MdmX complementation, luminescence;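 active = inhibition of at least 50% at 8 µM in the primary screen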
# CXCR6 block – CXCR6 (human) receptor inhibition; 360,000 compounds, 0.36% hits; CHO-K1 PathHunter CXCR6 beta-arrestin, luminescence; O00574; inhibition, % at 20 µM; AID 602244; in the data active = inhibition above about 34%, passing the limit was not always enough;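 also: antagonist mode with CXCL16 agonist at 10 nM final; 0% = 10 nM CXCL16 with DMSO and 100% = unstimulated wells without agonist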
# Target sequence (O00574 whole entry, looked up): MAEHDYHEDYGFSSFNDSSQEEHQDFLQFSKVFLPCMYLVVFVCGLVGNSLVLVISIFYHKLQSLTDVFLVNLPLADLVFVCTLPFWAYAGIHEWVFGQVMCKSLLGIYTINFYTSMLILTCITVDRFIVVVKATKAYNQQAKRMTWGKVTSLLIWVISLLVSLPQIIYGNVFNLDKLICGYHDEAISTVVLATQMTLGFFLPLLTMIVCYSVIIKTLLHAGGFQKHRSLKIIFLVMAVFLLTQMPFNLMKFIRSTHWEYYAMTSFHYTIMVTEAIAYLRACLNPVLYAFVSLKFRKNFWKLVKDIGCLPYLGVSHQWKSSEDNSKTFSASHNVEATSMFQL
# CHOP UPR activ – apoptotic UPR (CHOP) activation | 330,000 compounds, 0.34% hits | CHO-CHOP luciferase reporter, luminescence; percent of tunicamycin response over DMSO baseline | activation, % at 10 µM;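 active = at 10 µM dose, activation of 40% or more, normalized to positive control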;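 also: 100% = tunicamycin at 10 µg/mL and 0% = DMSO alone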
#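 Material: CHO-CHOP cells, stable luciferase reporter of PERK-eIF2a-CHOP signalling; quantity: 500 reporter cells seeded per well; buffer or medium: F12 medium containing 10% fetal bovine serum; compound: one dose, 10 µM in 0.5% DMSO; incubation: 6 h compound treatment, 37 °C; measured by: Steady-Glo luciferase luminescence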
# Gli-Sufu block – antagonists of Gli-Sufu signaling; inhibition, % at 5 µM; Sufu-KO-LIGHT fibroblasts, Gli luciferase reporter luminescence; 340,000 compounds, 0.74% hits;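 active = inhibition above about 55%, limit read from the data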;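 also: 0% = DMSO-treated cells and 100% = wells with medium but no cells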
# 697 NFkB inh – inhibitors of the PMA/ionomycin-induced NF-kB reporter in 697 B cells | inhibition, % at 4 µM | 330,000 compounds, 0.33% hits | 697 B-cell NF-kB luciferase reporter, 16 h | AID 435022; in the data active = inhibition above about 35%
# * hit, by the source's call; . = not tested or not shown.
SMILES,EBI2 antag,Jurkat NFkB inh,CCR6 antag,XBP1 UPR activ,Mdm2 MdmX PPI,CXCR6 block,CHOP UPR activ,Gli-Sufu block,697 NFkB inh
C[N+]1=C2CCCCCN2C(O)(c2ccccc2)C1 (stereo not drawn),-5,10,16,-4,15,-5,-2.2,4,6
COc1cc(C(=O)Nc2cccc(S(=O)(=O)N3CCCC3)c2)c([N+](=O)[O-])cc1OC,2,17,4,-1,23,-4,2.9,-10,3
COc1ccc(OC)c(NC(=S)N2CCN(C/C=C/c3ccccc3)CC2)c1,10,-14,-1,-3,3,-4,-0.4,1,8
COc1cc(NC(=O)c2ccccc2F)c(OC)cc1NC(=O)CN1CCOCC1,-5,-10,-2,6,-2,-11,0.8,.,-12
OCCC1CN(CC#Cc2ccccc2)CCN1C1CCCC1 (stereo not drawn),3,-3,-9,-2,-2,-1,1.1,2,6
O=C(CSc1nnc(-c2ccco2)o1)c1ccccc1,4,-8,1,2,-22,1,2.4,-4,-1
NC(=O)c1cc(C(=O)Cc2ccc(Cl)cc2)c[nH]1,-1,-22,-11,-2,-12,-12,2.1,-13,-7
C/C(CC(=O)NCc1ccccc1)=N\NC(=O)c1cnccn1,4,7,11,-2,-9,6,-3.4,50,13
CCOC(=O)c1sc(=S)n(-c2ccc(OC)cc2)c1C,-11,9,14,2,15,-11,-1.0,-11,8
CCCCC(=O)Nc1ccc(NC(=S)NC(=O)c2cccs2)cc1OC,-11,-1,22,1,-12,14,0.2,-48,-46
Cn1c2ccccc2c(=O)c2c(=O)n(Cc3ccco3)c(-c3ccc(F)cc3)nc21,-14,-34,4,-1,20,15,2.0,13,-27
Cc1ccc(NC(=O)CSc2nc3nc(C)cc(C)c3c(=O)[nH]2)cc1,1,2,8,1,15,-11,0.9,-1,-16
O=C(Cn1ncc2c(=O)oc3ccccc3c21)NCc1cccnc1,-11,-4,8,0,13,-9,-1.1,-5,0
CS(=O)(=O)N1CC(C(=O)NC2CCCC2)Oc2ccc(Cl)cc21 (stereo not drawn),-6,1,5,-1,29,-4,0.1,1,10
COc1ccc(N2CCN(C(=O)CNC(=O)c3cccs3)CC2)cc1,-9,-6,-4,-2,15,-7,-0.9,-2,-14
C=CCn1c(C)cc(-c2csc(NC(=O)C3CCN(c4ncnc5sc(C)c(C)c45)CC3)n2)c1C,-6,.,14,.,.,1,.,-10,.
CCCn1nc(C(=O)NCC2COc3ccccc3O2)c2ccccc2c1=O (stereo not drawn),11,9,13,2,-13,4,-1.8,6,-7
CCCCc1ccc(NC(=O)CSC2=NN3CCCC(=O)N=C3S2)cc1,-14,-6,-3,0,34,-5,3.2,3,-15
CN(CCc1ccccc1)C(=O)c1ccc(NC(=O)Cc2ccc([N+](=O)[O-])cc2)cc1,-7,1,14,-3,12,3,3.0,21,16
Cc1ccc(CSCc2nc3ccccc3[nH]2)cc1,-12,.,9,.,.,-6,.,-18,.
CC1CCC(NC(=O)CN(C)CC(=O)Nc2ccc(F)cc2)CC1 (stereo not drawn),-4,-6,1,-1,2,-7,2.8,6,-18
COc1c(Br)cc(Br)cc1/C=N/n1c(C)nnc1C,0,7,12,1,23,7,2.3,4,-2
O=P(O)(c1ccccc1)c1ccccc1O,-1,-4,-14,-2,21,-1,-0.6,-4,10
Cc1ccc(-c2c(C)sc3nc[nH]c(=O)c23)cc1C,8,11,18,-7,31,21,3.3,23,-3
CCN(CC)CC(=O)Nc1sc2c(c1C(=O)c1ccccc1OC)CCC2,26,10,22,-2,37,-7,-0.5,3,-7
O=C(Nn1cnnc1)c1cc2c(s1)CCCCC2,-4,-10,5,1,7,5,4.9,-3,4
Cc1ccc2nc(N/N=C\c3ccc([N+](=O)[O-])o3)nc(-c3ccccc3)c2c1,29,19,42,4,67*,20,8.2,-9,17
COc1ccc(C2/C(=C(/O)c3ccc(Br)cc3)C(=O)C(=O)N2C)cc1OC (stereo not drawn),3,6,4,-2,13,12,0.3,-7,22
COc1cccc(NC(=O)CSCc2cc(=O)n3ccsc3n2)c1,3,9,5,-3,9,-4,0.6,-9,-7
CC1Cc2ccccc2N1CC(=O)NC(=O)NC(C)(C)C (stereo not drawn),-10,-17,2,-2,16,2,-1.2,2,5
O=C(Nc1cccnc1)c1sc(Nc2ccccc2)nc1-c1ccccc1,21,3,12,-1,13,1,0.8,2,19
Cc1cc(NC(=O)CSc2nc(N)c(NC(=O)c3ccccc3)c(=O)[nH]2)no1,-7,1,2,3,15,3,-0.1,-25,6
CC(=O)Nc1ccc(NCc2ccc(-c3ccccc3)cc2)cc1,1,.,-2,.,.,-23,.,22,.
CC(=O)c1ccc(N2CCN(CC(=O)Nc3ccccc3C(=O)NC3CC3)CC2)c(F)c1,2,11,6,-1,-3,5,-1.7,0,8
Cc1ccc(C(=O)NCC(=O)N/N=C/c2cccs2)cc1[N+](=O)[O-],-3,-10,-2,2,19,-1,0.2,0,-6
Cc1cc(NC(=O)C2=C(O)c3ccccc3S(=O)(=O)N2C)no1,-2,0,13,-5,5,8,0.0,62*,11
CCOc1ccc(NC(=O)CN2CCN(CC(=O)c3ccc(OC)c(OC)c3)CC2)cc1,3,-14,6,-3,17,-5,-0.2,4,-15
Cc1ccc2c(c1)CCCN2C(=O)Nc1ccc2c(c1)OCO2,1,-10,7,-1,7,6,2.4,4,0
O=C(CSc1nc(C2CC2)nc2ccccc12)N1CCCCC1,7,-8,17,-2,30,1,1.7,-5,-15
Cc1cc(NC(=O)c2ccccc2F)cc(C)c1OCC(=O)N1CCOCC1,-3,7,-7,1,20,1,1.1,-7,15
O=C(NNC(=O)C1CCN(S(=O)(=O)c2cccc(C(F)(F)F)c2)CC1)C1CC1,-7,-2,-11,-3,7,-6,-1.5,-2,12
c1ccc2sc(NN=C3CCCC3)nc2c1,-6,-135,2,-2,-192,-2,1.0,-76,-198
ClCC1CSC(=NC23CC4CC(CC(C4)C2)C3)O1 (stereo not drawn),0,-5,18,-2,18,-8,-0.5,-2,-16
Cc1sc2ncn(CCn3cnc4sc(C)c(C)c4c3=O)c(=O)c2c1C,1,0,-21,5,21,-8,-2.0,1,-7
CS(=O)(=O)c1ccccc1C(=O)N1CCN(S(=O)(=O)c2ccc(C3CCCCC3)cc2)CC1,-9,8,18,0,30,1,-0.6,19,2
Cc1nc(-c2ccc(S(=O)(=O)N3CCCCCC3)cc2)cs1,11,-8,23,2,9,-6,1.2,-39,-34
COc1cc(/C=N/c2oc(C)c(C)c2C#N)cc(Br)c1O,13,0,24,-3,23,20,0.2,4,1
CCn1c(CSc2nc3ccccc3s2)nnc1SCC(=O)c1ccc(O)c(O)c1,0,22,20,12,34,-6,47*,10,-18
COc1ccccc1OCC(=O)Nc1ccc2c(c1)C(=O)N(CC1CCCO1)C2=O (stereo not drawn),4,-2,0,-2,-25,-11,0.7,-19,14
CCOC(=O)/C(=C\C=C\N1CCOCC1)C(C)=O,-5,12,16,0,4,-8,-1.5,5,6
# (further entries)
SMILES,EBI2 antag,Jurkat NFkB inh,CCR6 antag,XBP1 UPR activ,Mdm2 MdmX PPI,CXCR6 block,CHOP UPR activ,Gli-Sufu block,697 NFkB inh
CCCCNC(=O)O[C@@H]1C[C@@H]2CCN3C(=O)CCC[C@H]([C@H]1CC)[C@H]23,-5,3,-4,0,-23,15,0.0,-3,24
CC(C)(C)n1nnnc1C(c1cccs1)N1CCN(Cc2ccc3c(c2)OCO3)CC1 (stereo not drawn),4,9,17,1,13,-5,0.3,0,7
CCOC(=O)CSc1nnc(CNC(=O)c2cccs2)n1Cc1ccccc1,0,-11,1,-1,22,-5,-1.3,-17,28
O=C(O)c1cccc2c1C(=O)N(Cc1ccccc1)C2,0,-4,0,-1,-14,0,0.5,1,-4
O=C(NNC(=O)c1ccccc1Br)c1cnccn1,1,-6,2,-2,11,0,-0.3,-8,19
O=C(C1=C[C@H](c2csc3ccccc23)C[C@H](OCc2ccc(CO)cc2)O1)N1CCN(Cc2ccccc2)CC1,33,-5,14,-5,26,12,1.3,18,4
O=C(Cc1ccccc1)Nc1c[nH]c(=O)[nH]c1=O,0,-7,-3,0,16,4,2.1,0,6
C=CCN(CC=C)CCOc1ccc2ccccc2c1,3,-8,3,1,-2,-1,-1.7,-4,3
Cc1ccc(-n2c(N)c(C(=O)N3CCN(C)CC3)sc2=S)cc1,10,7,1,-2,-17,-8,-1.1,0,-5
O=C(O)C1CCC(CNCc2ccccc2Cl)CC1 (stereo not drawn),-6,-14,5,1,14,12,-1.7,11,4
CSc1cccc(NC(=O)/C=C/c2cccc(Cl)c2)c1,20,-73,-5,5,-146,-7,5.0,-72,-49

# Some of the entries so far, with two lines to a compound:
# Order of values – EBI2 antag	Jurkat NFkB inh	CCR6 antag	XBP1 UPR activ	Mdm2 MdmX PPI	CXCR6 block	CHOP UPR activ	Gli-Sufu block	697 NFkB inh
> C[N+]1=C2CCCCCN2C(O)(c2ccccc2)C1 (stereo not drawn)
→ -5	10	16	-4	15	-5	-2.2	4	6
> COc1cc(C(=O)Nc2cccc(S(=O)(=O)N3CCCC3)c2)c([N+](=O)[O-])cc1OC
→ 2	17	4	-1	23	-4	2.9	-10	3
> COc1ccc(OC)c(NC(=S)N2CCN(C/C=C/c3ccccc3)CC2)c1
→ 10	-14	-1	-3	3	-4	-0.4	1	8
> COc1cc(NC(=O)c2ccccc2F)c(OC)cc1NC(=O)CN1CCOCC1
→ -5	-10	-2	6	-2	-11	0.8	.	-12
> OCCC1CN(CC#Cc2ccccc2)CCN1C1CCCC1 (stereo not drawn)
→ 3	-3	-9	-2	-2	-1	1.1	2	6
> O=C(CSc1nnc(-c2ccco2)o1)c1ccccc1
→ 4	-8	1	2	-22	1	2.4	-4	-1
> NC(=O)c1cc(C(=O)Cc2ccc(Cl)cc2)c[nH]1
→ -1	-22	-11	-2	-12	-12	2.1	-13	-7
> C/C(CC(=O)NCc1ccccc1)=N\NC(=O)c1cnccn1
→ 4	7	11	-2	-9	6	-3.4	50	13
> CCOC(=O)c1sc(=S)n(-c2ccc(OC)cc2)c1C
→ -11	9	14	2	15	-11	-1.0	-11	8
> CCCCC(=O)Nc1ccc(NC(=S)NC(=O)c2cccs2)cc1OC
→ -11	-1	22	1	-12	14	0.2	-48	-46
> Cn1c2ccccc2c(=O)c2c(=O)n(Cc3ccco3)c(-c3ccc(F)cc3)nc21
→ -14	-34	4	-1	20	15	2.0	13	-27
> Cc1ccc(NC(=O)CSc2nc3nc(C)cc(C)c3c(=O)[nH]2)cc1
→ 1	2	8	1	15	-11	0.9	-1	-16

# From PubChem
